Compound activity deposited in PubChem BioAssay by The Scripps Research Institute Molecular Screening Center.
LYPLA1 inh = counter-screen for PME1 inhibitors: inhibitors of human LYPLA1 | O75608 | recombinant LYPLA1, FP-Rh probe fluorescence polarization | inhibition, % at 5.9 µM | 320,000 tested, 0.16% active;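 active = inhibition above the mean of all tested compounds plus 3 SD, set per campaign, cut at about 14% in these data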;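 also: inhibitors block serine hydrolase probe labeling of LYPLA1 so polarization falls; 0% = enzyme with DMSO and 100% = wells lacking LYPLA1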
PAFAH1B3 inh = blocks human PAF acetylhydrolase 1B catalytic subunit 3 | Q15102 | recombinant PAFAH1B3, FP-rhodamine probe, fluorescence polarization | inhibition, % at 3.39 µM | 340,000 tested, 0.28% active;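 active = inhibition above the screen-wide average of all tested compounds plus 3 SD, cut at about 25% in these data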;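 also: 0% = enzyme with DMSO only and 100% = wells lacking PAFAH1B3 protein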
Target sequence (Q15102 whole entry, looked up): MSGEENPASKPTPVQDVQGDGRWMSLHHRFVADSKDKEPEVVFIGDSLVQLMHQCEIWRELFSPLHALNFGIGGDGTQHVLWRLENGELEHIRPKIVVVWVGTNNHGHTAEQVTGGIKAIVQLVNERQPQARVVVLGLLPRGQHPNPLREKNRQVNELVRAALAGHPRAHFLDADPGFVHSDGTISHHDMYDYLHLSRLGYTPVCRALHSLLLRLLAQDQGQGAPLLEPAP
PREPL inh = human PREPL enzyme inhibition. 320,000 tested, 0.68% active. inhibition, % at 5.96 µM. AID 2751. Q4J6C6. recombinant PREPL, fluorescence polarization activity-based probe; in the data active = inhibition above about 43%;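 also: 0% = enzyme with DMSO and 100% = wells lacking enzyme; many of its hits are not listed in these tables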
Target sequence (Q4J6C6 whole entry, looked up): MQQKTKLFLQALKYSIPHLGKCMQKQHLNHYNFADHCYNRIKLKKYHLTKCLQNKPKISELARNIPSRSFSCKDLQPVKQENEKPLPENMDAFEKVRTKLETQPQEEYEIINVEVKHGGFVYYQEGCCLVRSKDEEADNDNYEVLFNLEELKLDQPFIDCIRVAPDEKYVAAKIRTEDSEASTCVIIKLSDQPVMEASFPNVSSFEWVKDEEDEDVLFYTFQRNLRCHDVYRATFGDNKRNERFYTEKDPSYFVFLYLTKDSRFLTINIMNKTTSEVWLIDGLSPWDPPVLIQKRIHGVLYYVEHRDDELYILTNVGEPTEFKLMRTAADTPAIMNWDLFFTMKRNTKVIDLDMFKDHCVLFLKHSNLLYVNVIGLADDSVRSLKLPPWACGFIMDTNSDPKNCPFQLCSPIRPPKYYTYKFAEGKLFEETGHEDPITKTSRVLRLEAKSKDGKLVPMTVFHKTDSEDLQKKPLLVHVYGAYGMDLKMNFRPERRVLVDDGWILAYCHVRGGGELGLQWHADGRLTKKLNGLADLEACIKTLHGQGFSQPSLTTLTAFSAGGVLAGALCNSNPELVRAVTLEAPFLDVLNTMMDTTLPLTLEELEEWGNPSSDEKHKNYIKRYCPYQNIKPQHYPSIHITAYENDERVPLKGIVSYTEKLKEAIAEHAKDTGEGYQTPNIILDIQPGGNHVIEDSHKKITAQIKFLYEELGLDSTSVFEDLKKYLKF
EBNA-1 inhibitor = blocks EBNA-1 binding to DNA | 300,000 tested, 0.34% active | EBNA-1 DNA binding, fluorescence polarization | inhibition, % at 14.8 µM | AID 1950; in the data active = inhibition above about 28%
ZTA DNA inh = counter-screen for EBNA-1 inhibitors: inhibitors of Epstein-Barr virus ZTA; inhibition, % at 11 µM; ZTA-DNA binding, fluorescence polarization; 320,000 tested, 0.15% active; AID 2234; in the data active = inhibition above about 33%
PAD4 inh = PAD4 (human) enzyme inhibition. Q9UM07. recombinant PAD4, RCA probe fluorescence polarization. inhibition, % at 6.36 µM. 330,000 tested, 0.41% active. AID 485272;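 active = percent inhibition above a cutoff equal to the mean of all tested compounds plus 3 SD, cut at about 15% in these data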;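 also: 0% = PAD4 with RCA probe and DMSO and 100% = probe without PAD4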
GSTO1 counter = counter-screen for RBBP9 inhibitors: inhibitors of human GSTO1. inhibition, % at 5.96 µM. AID 1974. recombinant GSTO1, activity-based probe fluorescence polarization. 300,000 tested, 1.1% active;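 active = inhibition above the campaign mean inhibition plus 3 SD, cut at about 35% in these data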;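 also: 0% = GSTO1-1 with DMSO and 100% = wells lacking GSTO1-1 enzyme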
LYPLA2 inh = counter-screen for PME1 inhibitors: inhibitors of human LYPLA2. AID 2177. O95372. recombinant LYPLA2, FP-Rh probe fluorescence polarization. inhibition, % at 5.9 µM. 320,000 tested, 0.38% active;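 active = inhibition above the screen-wide mean plus 3 SD, limit set per campaign, cut at about 26% in these data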;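 also: 0% = LYPLA2 with DMSO and 100% = wells lacking LYPLA2 enzyme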
PAFAH2 FP inh = PAFAH2 (human) inhibition; 340,000 tested, 0.99% active; inhibition, % at 3.39 µM; recombinant PAFAH2, FP-rhodamine activity probe, fluorescence polarization;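 active = inhibition above the mean over all tested compounds plus 3 SD, cut at about 30% in these data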;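 also: inhibitors block probe labeling of enzyme so polarization drops; 0% = enzyme with DMSO and 100% = wells lacking PAFAH2 protein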
An asterisk follows results filed as active; . = no result given. This is a subset. The share of hits here may be higher or lower than overall.

SMILES	LYPLA1 inh	PAFAH1B3 inh	PREPL inh	EBNA-1 inhibitor	ZTA DNA inh	PAD4 inh	GSTO1 counter	LYPLA2 inh	PAFAH2 FP inh
Nc1ccc(Oc2ccc3nc(-c4ccccc4)c(-c4ccc([N+](=O)[O-])cc4)nc3c2)cc1	-6	9	9	-2	-10	2	3	2	6
CC12CCC(=O)N1C(C(=O)Nc1cccc(S(=O)(=O)N3CCCCCC3)c1)CS2 (stereo unspecified)	-2	2	-11	2	-1	0	14	-4	4
CCn1c(SCc2nc3ccccc3[nH]2)nnc1-c1cccnc1	-1	-2	-3	7	0	-1	1	-2	8
O=c1c2c(nc3c(-c4ccc(Cl)cc4)c[nH]n13)CCCC2	-4	0	20	0	-7	-3	1	0	26
C=CCNC(=S)N1CCN(c2cc3c(cc2F)c(=O)c(C(=O)O)cn3CC)CC1	0	13	-16	-5	3	0	6	3	-5
CCOc1cccc(-c2nnc3sc(-c4ccco4)nn23)c1	4	4	0	0	3	1	3	7	-6
Cc1ccc(N2NC(=O)/C(=C\c3cc4c(cc3[N+](=O)[O-])OCO4)C2=O)cc1C	-7	7	18	10	-2	-1	28	4	50*
CCOc1cc(C(=O)Nc2ccncc2)cc(OCC)c1OCC	-2	5	4	-12	3	1	4	-4	3
CC1(C(O)(C#CC[N+]2(C)CCCCC2)c2ccccc2)CCCC1 (stereo unspecified)	4	7	24	-19	-15	-5	-2	6	2
C[C@H](NC(=O)c1nc[nH]c1C(=O)N[C@@H](Cc1ccccc1)C(=O)OC(C)(C)C)C(=O)OCc1ccccc1	-9	19	-7	-1	-7	-3	-3	-14	-8
COc1ccc(C(=S)N2CCC(C(N)=O)CC2)cc1Br	1	4	-10	-15	3	-6	-2	-6	5
CC(=O)Nc1ccc(/C=N/OCC(=O)Nc2ccc(C)cc2)cc1	-3	0	-11	4	-3	-6	-2	0	3
COc1ccc(OCc2nn3c(-c4ccco4)nnc3s2)cc1	2	-6	0	5	12	-2	2	6	-1
COc1ccc(CCNC(=O)CSc2nc(-c3ccco3)cc(C(F)(F)F)n2)cc1OC	1	-2	6	6	-11	-1	5	5	-14
CC(=O)N1CCN(c2nc3ccc(Br)cc3s2)CC1	-4	3	2	-13	-7	2	-1	-3	-3
COc1ccc(C(=O)N(CCCO)C(C)C(=O)NC2CCCCC2)cc1OC (stereo unspecified)	3	4	-2	-2	-23	-3	6	2	-10
Cc1cccc(N2CCN(C(c3ccccc3)c3nnnn3CC3CCCO3)CC2)c1C (stereo unspecified)	3	-6	12	-6	16	1	-12	10	-5
CC(C)C(c1nnnn1Cc1ccc2c(c1)OCO2)N1CCN(c2ccccc2)CC1 (stereo unspecified)	3	1	-6	-15	7	-5	-1	5	1
O=c1nc2n(Cc3ccccc3)c3ccccc3cc-2c(=O)[nH]1	-3	.	-12	-8	-23	0	1	0	.
COC(=O)c1nc(NC(=O)c2cc(OC)c(OC)c(OC)c2)n[nH]1	2	6	7	2	0	2	25	-3	-5
COc1ccc(OC(C)C(=O)Nc2cccc(OC)c2)cc1 (stereo unspecified)	-2	2	-3	4	8	-3	1	5	-17
O=C(Cn1nc(-c2ccccc2)ccc1=O)Nc1ccc(N2CCN(C(=O)c3ccccc3)CC2)cc1	-1	0	36	-1	18	-3	-1	5	14
COc1ccccc1-c1cc(C(=O)NC2CCCC2)no1	-1	-2	0	13	12	2	-8	2	4
Cc1ccc(-n2c(-c3ccc(Cl)cc3Cl)n[nH]c2=S)cc1	3	7	-13	-6	-17	2	2	3	-3
O=C(O)CCCCCNS(=O)(=O)c1cccc2nsnc12	-2	5	-2	4	-3	-3	4	1	0
COc1ccc(NCc2nnc(SCCN3CCCCC3)n2-c2ccc(C)cc2)cc1	-1	6	9	-7	3	2	4	1	-3
CCOC(=O)C1CCN(CC(O)COCc2ccccc2)CC1 (stereo unspecified)	2	5	16	-10	-13	-1	-3	-3	0
Cc1ccc(CN(C(=O)c2ccccc2[N+](=O)[O-])C2CCS(=O)(=O)C2)o1 (stereo unspecified)	-2	4	14	-4	4	0	4	-3	-2
CN(C(=O)Nc1ccc(Cl)cc1Cl)C1CCCC1	-1	4	-2	5	1	-3	0	1	4
COC(=O)CNC(c1ccccc1)c1cc(C)ccc1NS(=O)(=O)c1ccc(C)cc1 (stereo unspecified)	-1	2	1	-6	2	5	0	9	2
CCCCNc1c(N2CCN(C(=O)OCC)CC2)c(=O)c1=O	0	-3	2	4	5	0	6	-5	3
CCCSc1nnc(Cc2cc(=O)[nH]c(=O)[nH]2)n1-c1cc(C)ccc1C	0	5	19	-18	-13	-2	0	1	0
Cc1ccccc1NC(=O)CCNS(=O)(=O)c1cccc2nsnc12	-3	-3	1	-11	1	4	2	0	-2
CCc1oc(C(=O)O)cc1CN(CC)CC	-6	3	1	5	-3	-6	5	2	1
CN(C)S(=O)(=O)c1ccc(Cl)c(NC(=O)CN2C(=O)NC(C)(C3CC3)C2=O)c1 (stereo unspecified)	3	9	10	6	-2	3	4	0	7
COc1ccc(NS(=O)(=O)c2cccc(C(=O)NCC3CCCO3)c2)cc1 (stereo unspecified)	-1	6	7	12	9	-6	18	-1	-3
Cc1ccc(NC(=O)CNNC(=O)c2cccc([N+](=O)[O-])c2)cc1[N+](=O)[O-]	.	-4	19	.	.	2	.	.	-2
Cc1ccc(N(C(=O)c2csnn2)C(C(=O)NC2CCCCC2)c2ccccn2)c(C)c1 (stereo unspecified)	-2	1	2	7	16	-2	0	1	5
CC(=O)Nc1ccc(S(=O)(=O)N(C)c2ccc(OCC(=O)OCC(=O)N3CCCCC3)cc2)cc1	3	5	7	-10	-12	-2	1	8	2
CC1CCCC(N2C(=O)NC(NC(=O)c3ccco3)(C(F)(F)F)C2=O)C1C (stereo unspecified)	6	5	10	-4	1	-2	-6	3	14
COc1cc(OC)c(OC)cc1CNCc1ccco1	0	-2	18	5	6	0	0	4	0
CCCN1C(=O)c2ccccc2NC1c1ccc(Cl)cc1 (stereo unspecified)	4	2	1	2	-9	1	-1	1	-19
O=C(CC1SC(=NC2CCCCC2)NC1=O)Nc1ccccc1 (stereo unspecified)	-3	0	-7	7	-3	6	-2	4	2
O=C(c1ccco1)N1CCN(C2=NS(=O)(=O)c3ccccc32)CC1	0	4	16	-10	1	-4	5	8	-4
O=C(NCc1ccccn1)Nc1ccccc1F	-3	8	-5	-5	1	1	3	-3	-1

Whole records, looked up by structure. Order of screens: LYPLA1 inh | PAFAH1B3 inh | PREPL inh | EBNA-1 inhibitor | ZTA DNA inh | PAD4 inh | GSTO1 counter | LYPLA2 inh | PAFAH2 FP inh
CN(C)S(=O)(=O)c1ccc(Cl)c(NC(=O)CN2C(=O)NC(C)(C3CC3)C2=O)c1 (stereo unspecified) as listed: 3 | 9 | 10 | 6 | -2 | 3 | 4 | 0 | 7
CCCN1C(=O)c2ccccc2NC1c1ccc(Cl)cc1 (stereo unspecified) as listed: 4 | 2 | 1 | 2 | -9 | 1 | -1 | 1 | -19
O=C(NCc1ccccn1)Nc1ccccc1F as listed: -3 | 8 | -5 | -5 | 1 | 1 | 3 | -3 | -1
O=C(c1ccco1)N1CCN(C2=NS(=O)(=O)c3ccccc32)CC1 as listed: 0 | 4 | 16 | -10 | 1 | -4 | 5 | 8 | -4

(listing goes on)
SMILES	LYPLA1 inh	PAFAH1B3 inh	PREPL inh	EBNA-1 inhibitor	ZTA DNA inh	PAD4 inh	GSTO1 counter	LYPLA2 inh	PAFAH2 FP inh
CCn1c(C)nnc1SCC(=O)Nc1ccccc1OC	4	3	-7	-12	-9	-2	-1	5	5
COC(=O)c1ccccc1NC(=O)C1CC(=O)N(c2ccc(C)c(C)c2)C1 (stereo unspecified)	-1	1	5	8	4	-5	-2	-2	-12
C[C@@H](C(=O)Nc1ccc2ccccc2c1)[C@H]1C[C@]1(C)[C@H](NC(=O)c1cnccn1)c1ccccc1	-2	0	-2	3	-2	-4	-2	-9	-7
CCOC(=O)N1CCN(CC(=O)N2c3ccccc3CCc3ccccc32)CC1	-4	-6	10	3	-5	-5	-1	-2	1
Cn1nnnc1SCCNC(=O)C1CCC(=O)N(Cc2ccc(Cl)cc2)C1 (stereo unspecified)	-2	8	8	-5	-3	-12	3	1	-6
COc1ccc(-c2cnc(NCc3cc4c(cc3[N+](=O)[O-])OCO4)n2C)cc1	1	-3	19	14	0	2	-2	6	6
O=C(CN1CCOCC1)NCc1ccccc1Cl	4	-2	1	-1	5	-4	-3	3	7
COc1cccc(C2C(C(=O)Nc3ccccc3)=C(C)N=c3s/c(=C/c4ccc(OCC(=O)O)cc4)c(=O)n32)c1 (stereo unspecified)	-9	1	-9	7	-3	19*	-10	-11	3
CCc1nnc(NS(=O)(=O)c2ccc(NC(=O)c3cccc4ccccc34)cc2)s1	-4	-1	-8	-8	2	2	-8	6	3
O=C(Nc1ccc(F)cc1Cl)C1CCN(C(=O)Nc2ccccc2)CC1	-2	6	-4	2	-1	8	7	-1	-6
C=C(C)CSc1cc(C)c(C#N)c2nc3ccccc3n12	-4	10	20	8	-14	5	18	0	17
O=S(=O)(N/N=C1/CC(c2ccccc2)Oc2ccccc21)c1ccc(Br)cc1 (stereo unspecified)	-5	4	-7	-2	1	2	10	3	8
COc1cc(NC(=O)c2ccc(S(=O)(=O)N(C)c3ccccc3)cc2)cc(OC)c1	.	-11	0	.	.	-7	.	.	-25
COc1ccc(NC(=S)Nc2ccc(OCc3ccccc3)cc2)cc1OC	-2	3	27	3	-4	-9	7	2	6

3 structures already listed, arranged by length of the SMILES, highest first:
SMILES	LYPLA1 inh	PAFAH1B3 inh	PREPL inh	EBNA-1 inhibitor	ZTA DNA inh	PAD4 inh	GSTO1 counter	LYPLA2 inh	PAFAH2 FP inh
Cn1nnnc1SCCNC(=O)C1CCC(=O)N(Cc2ccc(Cl)cc2)C1 (stereo unspecified)	-2	8	8	-5	-3	-12	3	1	-6
O=C(Nc1ccc(F)cc1Cl)C1CCN(C(=O)Nc2ccccc2)CC1	-2	6	-4	2	-1	8	7	-1	-6
CCn1c(C)nnc1SCC(=O)Nc1ccccc1OC	4	3	-7	-12	-9	-2	-1	5	5
